# Source: PubChem BioAssay
# Pemphigus Ab inh: human desmoglein-3 autoantibody binding inhibition; DSG3-coupled beads, scFv-anti-DSG3-GFP binding, flow cytometry; active compounds read low; hit rate 0.48% among 310,000; binding (percent of control), % at 10 µM; P32926;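 active = binding more than 3 SD below its plate's average and above zero; inconclusive = below that plate limit but binding exactly zero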;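 note: hits lower antibody fragment binding to DSG3; some compounds called inactive have numbers as strong as hits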
# Target sequence (P32926 whole entry, looked up, the tested form may be a part): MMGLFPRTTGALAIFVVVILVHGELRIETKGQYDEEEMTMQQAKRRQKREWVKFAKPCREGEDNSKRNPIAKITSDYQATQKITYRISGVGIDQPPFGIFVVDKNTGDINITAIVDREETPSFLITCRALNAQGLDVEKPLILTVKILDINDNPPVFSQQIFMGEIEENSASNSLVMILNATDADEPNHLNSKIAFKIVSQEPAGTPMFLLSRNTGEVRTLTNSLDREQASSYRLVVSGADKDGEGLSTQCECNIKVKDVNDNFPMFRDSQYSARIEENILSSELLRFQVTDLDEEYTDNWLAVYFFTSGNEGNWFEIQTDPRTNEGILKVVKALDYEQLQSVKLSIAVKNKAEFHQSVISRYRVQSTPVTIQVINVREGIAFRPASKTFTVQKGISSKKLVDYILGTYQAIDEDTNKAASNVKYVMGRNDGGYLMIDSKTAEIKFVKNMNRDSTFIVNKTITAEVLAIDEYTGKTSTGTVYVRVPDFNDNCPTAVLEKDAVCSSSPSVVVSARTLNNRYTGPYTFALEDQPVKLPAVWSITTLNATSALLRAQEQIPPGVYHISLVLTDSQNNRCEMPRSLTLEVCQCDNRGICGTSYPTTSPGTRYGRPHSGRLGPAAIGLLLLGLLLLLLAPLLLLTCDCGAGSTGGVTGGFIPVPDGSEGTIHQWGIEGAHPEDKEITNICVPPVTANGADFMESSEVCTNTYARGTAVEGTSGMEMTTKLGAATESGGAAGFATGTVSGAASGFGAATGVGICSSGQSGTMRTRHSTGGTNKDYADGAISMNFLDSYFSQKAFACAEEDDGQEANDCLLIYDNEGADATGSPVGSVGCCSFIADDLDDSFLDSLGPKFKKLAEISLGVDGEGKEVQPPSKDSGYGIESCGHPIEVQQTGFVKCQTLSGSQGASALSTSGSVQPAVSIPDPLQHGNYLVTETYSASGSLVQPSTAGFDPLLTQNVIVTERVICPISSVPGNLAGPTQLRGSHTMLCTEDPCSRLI
# OPRM1-OPRD1 ag: OPRM1-OPRD1 heterodimerization agonism | hit rate 0.3% among 340,000 | cells, luminescence | activation, % at 9.3 µM; in the data active = activation above about 18%;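 note: 0% = vehicle-treated cells and 100% = reference agonist; values of inactives mirror those of a sister screen read the other way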
# RTF Ca sens act: cardiac RTF calcium sensitization; IANBD-labeled TnC RTF fluorescence at EC20 calcium; 0% EC20 calcium, 100% full calcium; activation, % at 7.2 µM; hit rate 0.24% among 340,000; AID 493008;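 active = activation above the mean over all tested compounds plus 3 SD, cut at about 30% in these data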;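 note: rise in fluorescence read as greater calcium sensitivity of cardiac thin filaments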
# OPRM1-OPRD1 inv: inverse agonists of human mu-delta opioid receptor heterodimerization; inhibition, % at 9.3 µM; hit rate 0.21% among 340,000; P35372+P41143; cell-based MOR-DOR heterodimer luminescence, inverse agonism; in the data active = inhibition above about 22%, passing the limit was not always enough;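 note: 0% = cells with DMSO and 100% = wells without cells with DMSO; values of inactives mirror those of a sister screen read the other way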
# Wnt act: Wnt/beta-catenin pathway activation. Wnt/beta-catenin reporter cell assay, activator, plate reader. activation, % at 9.35 µM. hit rate 1.2% among 300,000; in the data active = activation above about 30%, passing the limit was not always enough; inconclusive = no clear call, values can overlap the other calls;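 note: 0% = neutral control wells and 100% = positive control wells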
# V-ATPase pHluor: regulators of yeast V-ATPase proton transport; S. cerevisiae, pHLuorin cytosolic pH fluorescence; hit rate 0.37% among 350,000; AID 504577; response, % at 10 µM; in the data active = response mostly above about 7.3%, no sharp cut-off; inactive = mostly below about 5.4%; note: actives read high; inactives centre near 0; some compounds called inactive have numbers as strong as hits; reference of the scale not given here
# LANA DNA inh: KSHV C-LANA DNA binding inhibition; inhibition, % at 9 µM; hit rate 0.078% among 340,000; MBP-C-LANA/FAM-LBS DNA binding, fluorescence polarization;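 active = highest replicate inhibition at or above 60% at 9 µM, even if other replicates fall short; inactive = all replicates below 60% inhibition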;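 note: 0% = neutral control wells and 100% = 4 µM acridine orange control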
# Arr AP2 block: inhibitors of human beta-arrestin and AP2 interaction. FITC-arrestin peptide / GST-AP2 beads, flow cytometry; AP2 beta2 appendage carries R879A mutation. hit rate 0.31% among 340,000. inhibition, % at 10 µM. AID 504490;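 active = inhibition above a set limit, near 3 SD of compounds lacking own fluorescence, cut at about 54% in these data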;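 note: plate controls were DMSO wells for no effect and 5 µM unlabelled arrestin peptide for full effect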
#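 System: GST-AP2 R879A glutathione beads; medium: PBS, Tween 20 0.05%, BSA 0.1%; reagent: fluorescein-tagged arrestin peptide at 50 nM final; schedule: pre-incubation 12 min, peptide binding 1 h, room temperature; detection: flow cytometry, FL1 (488/535 nm); read-out: inhibition as reduced fluorescein signal on beads, percent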
# Keap1-Nrf2 PPI: disrupts human Keap1 binding to Nrf2 peptide | hit rate 0.15% among 340,000 | inhibition, % at 9.4 µM | Keap1 Kelch-Nrf2 peptide fluorescence polarization, 1536-well | Q14145 | AID 504523; in the data active = inhibition above about 12%; inconclusive = no clear call, values can overlap the other calls; inactive = below about 7.3%;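 note: human Keap1 Kelch domain with fluorescein labeled Nrf2 9mer peptide probe; 0% = neutral control wells and 100% = peptide positive control; higher means more block of Keap1 binding to Nrf2 peptide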
# RTF Ca sens inh: cardiac RTF calcium desensitization; inhibition, % at 7.15 µM; hit rate 0.12% among 340,000; IANBD-labeled cardiac RTF, Ca2+ fluorescence; P19429+P45379;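 active = inhibition above the mean inhibition of all tested compounds plus 3 SD, cut at about 17% in these data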;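 note: assay run at fixed EC70 calcium of 1.6 mM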
# An asterisk follows results filed as active; u = inconclusive; x = no result given. The order is random (roughly 3.1% active in at least one column).
SMILES,Pemphigus Ab inh,OPRM1-OPRD1 ag,RTF Ca sens act,OPRM1-OPRD1 inv,Wnt act,V-ATPase pHluor,LANA DNA inh,Arr AP2 block,Keap1-Nrf2 PPI,RTF Ca sens inh
O=C1NC[C@H](c2ccccc2)OC(=O)[C@H](Cc2ccc(F)cc2)C/C=C\C[C@H]1CC(=O)N(CCO)Cc1ccccc1,103,3.2,-1,-18,-3,1,2.3,-4,-3,-10
O=C1c2sc3nc4ccccc4n3c2C(=O)N1c1ccccc1Cl,94,-1.3,-7,7,3,10*,-3.3,18,3,0
CSc1nnc(NC(=O)C2CCCCC2)s1,105,2.1,5,-12,12,-1,0.9,-4,-6,-2
CN(C(=O)C1CCCN(S(=O)(=O)c2cccc([N+](=O)[O-])c2)C1)C1CCS(=O)(=O)C1 (stereo not drawn),104,-3.0,-2,15,0,0,0.7,-7,1,-1
NC(=O)c1cc(N=Nc2c(N)[nH]n(-c3c(Cl)cc(Cl)cc3Cl)c2=O)ccc1Cl,104,-3.9,0,20,0,0,1.6,8,2,-3
COc1ccc(CN(C)C(=O)c2ccc(NS(=O)(=O)c3ccc(F)cc3)cc2)c(OC)c1,104,-2.1,0,14,-3,-3,-0.1,-10,-5,-4
Cn1c(=O)n(C)c2cc(/C=C(/C#N)C(=O)NCc3ccco3)ccc21,105,0.7,7,-3,2,-1,4.0,-1,-6,-14
CCCCCN(C(=O)CSc1n[nH]c(-c2ccc(C)cc2)n1)c1c(N)n(CCCC)c(=O)[nH]c1=O,104,-0.6,-5,4,2,1,-0.4,-4,-2,-6
CCn1c(CC(=O)Nc2ccc(Cl)c(Cl)c2)nnc1SCc1ccc(C)cc1,101,-0.2,-1,1,x,2,0.6,-12,3,-26
O=C(NCCC1CCCCN1S(=O)(=O)c1ccc(F)cc1)C(=O)NCc1ccccn1 (stereo not drawn),105,1.8,-2,-12,-3,-1,1.3,-3,-6,-6
Cc1ccc(C(NC(=O)N2CCOCC2)C(Cl)Cl)cc1F (stereo not drawn),108,0.1,-2,0,5,-1,-0.4,2,-2,-3
C/C(=N\NC(=O)c1c[nH]c2ccccc12)c1ccco1,104,-1.2,-4,7,-1,-6,-0.1,3,-7,1
Cc1ccc(N2CC(C(=O)Nc3nnc(SCCN4CCOCC4)s3)CC2=O)cc1C (stereo not drawn),x,-0.7,-5,4,5,0,0.6,8,6,0
c1ccc(CNCc2ccc3c(c2)OCO3)nc1,x,-2.7,8,16,-4,-3,0.3,14,-5,11
Cc1nc2ccc(S(=O)(=O)NCC(=O)N3CCC(N4CCCCC4)CC3)cc2s1,110,-0.9,10,5,x,1,1.5,11,-4,9
CCOC(=O)C[C@H]1c2cc(F)ccc2S(=O)(=O)N1Cc1ccc(OC)cc1,99,-2.0,0,11,-3,6,1.5,26,-6,-8
CCCN1Cc2cccc(C(=O)N3CCN(c4cc(Cl)ccc4C)CC3)c2C1=O,96,0.3,3,-2,x,5,-0.2,8,4,2
Cc1ccccc1NC(=O)Nc1ccccc1C(N)=O,90,-4.7,12,22,-5,-2,1.2,-6,-3,-10
CCN(CC)C(=O)c1nc[nH]c1C(=O)N(CC)CC,104,-1.6,5,9,-3,-2,-1.6,-2,3,-9
Fc1ccc(Cn2c(SCc3ccc(F)c(F)c3)nnc2C(F)(F)F)cc1,101,7.8,0,-43,x,-2,3.7,-4,3,-3
NC(=O)CC(NC(=O)Cc1ccc(Br)cc1)c1ccc(NC2CC3CCC2C3)c([N+](=O)[O-])c1 (stereo not drawn),101,-1.5,0,9,-14,0,0.5,8,1,-6
CC(C)(C)n1nc2c(c1NC(=O)Cc1ccc([N+](=O)[O-])cc1)CS(=O)(=O)C2,110,-0.6,6,3,2,0,-0.4,29,3,-6
COC(=O)c1ccc(CSc2nc3ccccc3c(=O)n2-c2ccc(OC)c(OC)c2)o1,98,-1.9,1,10,x,1,1.8,3,2,-5
CSc1nsc(SCC(=O)Nc2ccc(OC(C)=O)cc2)n1,89,-1.4,-2,7,41*,1,1.8,6,-2,7
Cc1cc(C)c(S(=O)(=O)NCc2ccc3c(c2)OCO3)c(C)c1,111,-0.7,-3,4,2,-3,3.0,13,0,0
CC(=O)Nc1nc(-c2ccccc2)cc(-c2ccco2)c1C#N,343,-2.1,0,11,-1,-3,-0.7,-9,-14,-8
CCOC(=O)CNc1ccc2c(c1)OCO2,x,1.2,25,-8,0,0,38,27,22*,-31
CCCCCCCCNS(=O)(=O)CCNCc1ccco1,101,2.6,1,-12,-11,-1,0.9,-3,3,-3
COCCNCCCOc1ccc(C)cc1Br,93,1.0,-5,-7,0,1,0.2,18,-1,3
O=C(Cn1ncc(N2CCCC2)c(Br)c1=O)c1ccc(Cl)cc1,102,0.1,6,0,4,-2,1.5,9,-2,1
CC1(C)CC(=O)C(C(=O)Cc2ccccc2[N+](=O)[O-])C(=O)C1,98,-2.0,2,11,x,0,1.0,-17,2,3
Cc1ccc(NC(=S)NN2CCN(C)CC2)cc1,97,-3.9,0,21,-1,-5,-2.3,18,-3,9
C#CCSc1ncc(-c2ccccc2)cn1,101,-2.4,-6,12,9,0,-0.2,-45,2,0
CCOC(=O)c1ccc(NC(=O)c2nc[nH]c2C(=O)N[C@@H](CC(C)C)C(=O)OCc2ccccc2)cc1,106,1.5,-6,-7,-3,-1,-3.1,-9,4,13
CC1CCN(C(=O)COC(=O)c2cc(=O)[nH]c3ccccc23)CC1,x,0.1,-1,-1,-3,-2,-1.6,-4,-1,-5
CC(=O)C1=C(C)NC(C)=C(C(C)=O)C1c1cccs1,123,-3.3,-3,14,-2,1,-1.8,-2,0,-5
CC(C)(C)Cc1nnc(NC(=O)CCc2ccccc2)s1,121,2.1,-5,-10,0,-1,-2.3,14,-1,-4
COc1ccccc1N1CCN(CC(C)N(C(=O)C2CCCCC2)c2ccccn2)CC1 (stereo not drawn),96,9.9,-9,-44,-1,-3,-0.6,14,-6,3
O=C1NC[C@H](Cc2ccccc2)N(C[C@H]2CCCN2C[C@H](Cc2ccccc2)N2C[C@H](Cc3ccccc3)N(CC3CCCCCC3)C(=O)C2=O)C1=O,99,-1.2,-7,6,-5,0,0.1,37,3,2
Cc1ccc(-c2nc(SCC(=O)c3c(N)n(C4CC4)c(=O)[nH]c3=O)n[nH]2)cc1,100,-0.5,1,2,-2,-4,-1.6,21,3,-11
O=C(NCc1ccccc1Cl)c1cnn2cccnc12,x,-3.6,-3,15,-2,2,-0.1,-1,1,-2
O=C(/C=C/Nc1cccc(C(F)(F)F)c1)c1ccc(Oc2ncccn2)cc1,100,0.4,-1,-2,x,x,0.1,-22,-4,-10
COc1ccccc1N1CCN(S(=O)(=O)c2cccs2)CC1,101,1.0,1,-6,x,1,1.5,5,-2,-4
O=C(CS(=O)(=O)Cc1ccccc1)NCCc1ccc(F)cc1,98,-1.0,-7,5,-1,1,6.8,28,u,-9
CCOC(=O)C1(Cc2cccc(F)c2)CCN(C(=O)COC)CC1,107,-3.2,0,16,15,-2,0.3,-6,-4,-8
Cc1ccc(C)c(-n2c(-c3ccncc3)n[nH]c2=S)c1,x,-0.8,6,4,-1,-1,-0.2,4,0,0
O=C1OC(c2cccs2)=N/C1=C/c1ccc(-c2cccc(C(=O)O)c2)o1,97,-3.8,11,19,0,0,11,9,-8,1
COc1ccccc1-n1c(=O)c2c3c(sc2n2c(SC)nnc12)CCC3,109,-0.9,-4,5,x,2,-0.6,0,4,-14
COc1ccc(C)cc1N(C(=O)c1ccco1)C(C(=O)NC1CCCC1)c1cc(OC)c(OC)c(OC)c1 (stereo not drawn),122,-0.2,-2,2,4,5,-0.2,-6,0,-17
CCCCCn1nc(C(=O)N(CCOC)c2c(N)n(CCCC)c(=O)[nH]c2=O)c2ccccc2c1=O,110,-2.0,-2,11,-3,13*,0.9,-10,-6,-4
O=[N+]([O-])c1ccc(N2CCN(c3cccc(Cl)c3)CC2)nc1,101,1.3,-2,-6,1,-4,1.7,20,3,-4
Cc1oc(S(=O)(=O)N2CCCCC2)cc1NC(=O)Nc1ccc(F)cc1,91*,-0.6,6,3,16,-2,-0.7,-21,-1,1

# In the list so far, 9 contain an NH in an aromatic ring.
SMILES,Pemphigus Ab inh,OPRM1-OPRD1 ag,RTF Ca sens act,OPRM1-OPRD1 inv,Wnt act,V-ATPase pHluor,LANA DNA inh,Arr AP2 block,Keap1-Nrf2 PPI,RTF Ca sens inh
NC(=O)c1cc(N=Nc2c(N)[nH]n(-c3c(Cl)cc(Cl)cc3Cl)c2=O)ccc1Cl,104,-3.9,0,20,0,0,1.6,8,2,-3
CCCCCN(C(=O)CSc1n[nH]c(-c2ccc(C)cc2)n1)c1c(N)n(CCCC)c(=O)[nH]c1=O,104,-0.6,-5,4,2,1,-0.4,-4,-2,-6
C/C(=N\NC(=O)c1c[nH]c2ccccc12)c1ccco1,104,-1.2,-4,7,-1,-6,-0.1,3,-7,1
CCN(CC)C(=O)c1nc[nH]c1C(=O)N(CC)CC,104,-1.6,5,9,-3,-2,-1.6,-2,3,-9
CCOC(=O)c1ccc(NC(=O)c2nc[nH]c2C(=O)N[C@@H](CC(C)C)C(=O)OCc2ccccc2)cc1,106,1.5,-6,-7,-3,-1,-3.1,-9,4,13
CC1CCN(C(=O)COC(=O)c2cc(=O)[nH]c3ccccc23)CC1,x,0.1,-1,-1,-3,-2,-1.6,-4,-1,-5
Cc1ccc(-c2nc(SCC(=O)c3c(N)n(C4CC4)c(=O)[nH]c3=O)n[nH]2)cc1,100,-0.5,1,2,-2,-4,-1.6,21,3,-11
Cc1ccc(C)c(-n2c(-c3ccncc3)n[nH]c2=S)c1,x,-0.8,6,4,-1,-1,-0.2,4,0,0
CCCCCn1nc(C(=O)N(CCOC)c2c(N)n(CCCC)c(=O)[nH]c2=O)c2ccccc2c1=O,110,-2.0,-2,11,-3,13*,0.9,-10,-6,-4
